# GALK inh: qHTS Assay for Inhibitors of Human Galactokinase (GALK); P51570; Purified GALK, Kinase-Glo residual ATP luminescence; Potency, µM (series often up to 57.5 µM), for the others: at the top dose activity change, negative = inhibition, most hits filed as inhibitors; 0.007% of 270,000 active; AID 1868, 2009; also: potency is read from the fitted curve at half-maximal effect; % is scaled to controls: 0 for no effect and ±100 for the full control effect
#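 5 nM enzyme, 35 uM ATP, 100 uM galactose, 20 mM HEPES pH8.0, 5 mM MgCl2; 1 h RT; residual ATP by Kinase-Glo Plus luminescence, qHTS format.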
# Coupling enz: qHTS Assay for Inhibitors of Fructose-1,6-bisphosphate Aldolase from Giardia Lamblia: Coupling assay counterscreen. coupling enzyme system counterscreen, AmpLite Red fluorescence. activity change, negative = inhibition, % at 58.2 µM, hits read low. 0.67% of 290,000 active. AID 2472, 2010; in the data active = activity change below about -30%; also: % is scaled to controls: 0 for no effect and ±100 for the full control effect
#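 Counterscreen lacking aldolase: glyceraldehyde-3-phosphate coupling-enzyme reagent preincubated 10 min at RT with compound (at 57.5 uM final), then substrate/coupling system with AmpLite Red added; fluorescence read at 525/598 nm after 20 min RT.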
# ASM inhibitor: Inhibitors of Secretory Acid Sphingomyelinase (S-ASM): qHTS; Sphingomyelin phosphodiesterase (Homo sapiens), P17405; Potency, µM (top dose mostly 57.5 µM), without a hit: top-dose activity change, negative = inhibition, hits mostly inhibitors; 0.006% of 340,000 active; placental ASM, HMU-PC fluorogenic substrate, 60 min; also: potency is read from the fitted curve at half-maximal effect
#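 Fluorogenic HMU-PC substrate (9 uM final) is turned over by placental ASM in 60 min at 37 C after a 10 min compound preincubation. Reaction ended by alkaline stop (pH 10), with fluorescence read at 386/447 nm.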
# MBNL1 CUG block: qHTS Assay for Inhibitors of MBNL1-poly(CUG) RNA binding; Muscleblind-like protein 1 (Homo sapiens), Q9NR56; TR-FRET MBNL1-His/biotin-(CUG)12 binding, 665/545 ratio; Potency, µM (top dose mostly 57.5 µM), for inactives: top-dose activity change, negative = inhibition, usual class: inhibitors; 0.036% of 280,000 active; AID 2675, 2010; active = well fitted inhibition curve with a large enough effect in the signal ratio, with a control signal flat, not every such curve was filed as active; inconclusive = small, poorly fitted or top-dose-only effect, or effect the other way, or a change in a side signal; inactive = no such curve, though single readings can be large or run the other way; the % refers to the signal ratio; also: potency is read from the fitted curve at half-maximal effect; % is scaled to controls: 0 for no effect and ±100 for the full control effect
#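 TR-FRET readout: Ex 340 nm, 665/545 nm emission ratio, normalized to buffer-only (basal) and MBNL1-(CUG)12 controls. Complex of MBNL1-His with Biotin-(CUG)12, compounds 92 nM–58 uM, incubated 60 min at room temperature.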
# MLL CXXC-DNA inh: qHTS Fluorescence Polarization Assay for Inhibitors of MLL CXXC domain - DNA interaction | Histone-lysine N-methyltransferase 2A (Homo sapiens), Q03164 | MLL-CXXC / FITC-HOXA9 DNA fluorescence polarization | Potency, µM (highest dose often 115 µM), inactives show at the highest dose activity change, negative = inhibition, hits mostly inhibitors | 0.037% of 290,000 active | AID 2662, 2010; active = well fitted inhibition curve with a large enough effect in the polarisation, with a control signal flat, not every such curve was filed as active; inconclusive = small, poorly fitted or top-dose-only effect, or effect the other way, or a change in a side signal; inactive = no such curve, though single readings can be large or run the other way; the % refers to the polarisation; also: potency is read from the fitted curve at half-maximal effect
#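 Purified MLL-CXXC (added from a 7 uM solution) was preincubated 5 min at ambient with pinned compounds in 50 mM Tris-HCl pH 7.5, 50 mM NaCl, 1 mM DTT, 0.05% BSA. Fluorescein-labeled HOX-A9 DNA (50 nM solution) followed, 30 min, then polarization read.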
# AT treatment: qHTS Assay for Identifying a Potential Treatment of Ataxia-Telangiectasia; […] A-T fibroblasts, KAP-1 phosphorylation AlphaLISA; neocarzinostatin DNA damage 30 min before lysis; Potency, µM (top dose mostly 57.5 µM), without a hit: at the top dose activation, most hits filed as activators; 0.19% of 320,000 active; also: potency is read from the fitted curve at half-maximal effect; % of control where 0% means no effect; nearly all actives have a fitted effect of over 45% in size
#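 ATM-like activity read as KAP-1 phosphorylation via AlphaLISA donor/acceptor antibody pairs after lysis and 6 hr at 25C. Cells were ATM-null patient fibroblasts ([…], hTERT), dosed 60 min, then exposed to the DSB inducer NCS for 30 min.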
# KCNH2 WT inh: qHTS for Inhibitors of KCHN2 3.1: Wildtype qHTS. U2OS, BacMam KCNH2, thallium flux FluxOr; stronger effect = lower value. activity change, % at 1.84 µM. 0.37% of 340,000 active;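 active = maximum activity change below -70%; inconclusive = maximum activity change between -70% and -50%; inactive = maximum activity change above -50%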; also: % is scaled to controls: 0 for no effect and ±100 for the full control effect
#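 U2OS cells transduced with wild-type KCNH2 virus are loaded with FluxOr dye for 45 min, and thallium flux is measured in kinetic reads before and after stimulation buffer. Rate constants are normalized to DMSO controls.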
# TRPV1 agonist: HTS Assay for Compounds that Act as Agonists of the Vanilloid Receptor 1; Transient receptor potential cation channel subfamily V member 1 (Homo sapiens), Q8NER1; TRPV1-expressing cells, Fluo-8 calcium influx, agonist mode; activation, % at 8.33 µM; 0.19% of 320,000 active; AID 540275, 2011; in the data active = activation above about 80%; inconclusive = between about 30% and that limit; also: 0% is about no effect
#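 TRPV1-expressing cells were cultured overnight at 35.5C and loaded with Fluo-8 calcium dye for 40 to 90 min at room temperature. After a 10 s baseline, compound was added and calcium influx was read kinetically for 3 min (ex 480/em 520 nm).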
# Integrin act MD: qHTS for Activators of Integrin-Mediated Alleviation for Muscular Dystrophy; alpha7betagal myoblasts, beta-gal FDG fluorescence, 48 h; Potency, µM (top dose mostly 38.3 µM), without a hit: at the highest dose activation, most hits filed as activators; 0.064% of 350,000 active; AID 624291, 2012;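 also: potency is read from the fitted curve at half-maximal effect; 100% = response of the positive control SU9516; nearly all actives have a fitted effect of over 60% in size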
#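 alpha7betagal+/- myoblasts (passage 13, 250/well) treated 48 h at 37C with compounds at 1:260 dilution of DMSO stock. Lysed, then beta-galactosidase activity read as FDG fluorescence (ex 480/em 540) after 30 min, with pre-read for autofluorescence.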
# KCNH2 3.1 inh: qHTS for Inhibitors of KCHN2 3.1: Mutant qHTS | 0.95% of 340,000 active | Potassium voltage-gated channel subfamily H member 2, brain isoform KCNH2 3.1 (human) | activity change, % (tested at about 1.8 µM) | AID 720553, 2013 | U2OS KCNH2 3.1, thallium flux FluxOr; stronger effect = lower value;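 active = maximum activity change below -70%; inconclusive = maximum activity change from -70% to -50%; inactive = maximum activity change above -50%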;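 also: thallium influx rate constant from kinetic fluorescence after stimulation buffer; % is scaled to controls: 0 for no effect and ±100 for the full control effect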
#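 We transduce U2OS cells with the mutant 3.1 virus, culture them overnight, load FluxOr with Red40 quencher for 45 min, then add stimulation buffer and read kinetically for 2 min to derive a normalized rate constant.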
# * marks the source's active call; other numbers are inactive results; u = inconclusive; x = not tested or not shown; [ ] = dose if it differs, or a comment. Unless noted, calls follow the shape of the dose curve; as a rule, active = well fitted curve in the direction sought with a large enough effect; inconclusive = small, poorly fitted or top-dose-only effect, or another doubt; inactive = no such curve, though single readings can be large; an effect the other way counts as inactive or inconclusive.
SMILES,GALK inh,Coupling enz,ASM inhibitor,MBNL1 CUG block,MLL CXXC-DNA inh,AT treatment,KCNH2 WT inh,TRPV1 agonist,Integrin act MD,KCNH2 3.1 inh
COc1cc(-c2noc(-c3ccccc3C(=O)NCc3ccco3)n2)cc(OC)c1OC,1%,4,-1%,-4%,23%,-1%,3,3,20%,-1
CCCc1cc(=O)[nH]c2nnc(SCC(=O)Nc3ccc(C(C)=O)cc3)n12,x,x,-1%,x,x,-4%,-3,5,-7%,14
CCCCCc1nnc(NC(=O)C2CCCO2)s1 (stereo not drawn),-3%,6,-1%,-9%,-4%,-4%,1,14,-17%[7.66 µM],7
Cc1ccc(S(=O)(=O)NC2=NCN(CCc3ccccc3)CN2)cc1,-2%,2,7%,-19%,5%,4%,1,2,14%,-5
COc1cccc(/C=N/Nc2nc(Nc3ccc([N+](=O)[O-])cc3)nc(N3CCCC3)n2)c1O,5%,-6,-12%,4%,23%,-2%,-1,4,11%,-2
CCCCN(CCCC)c1cn[nH]c(=O)c1Cl,1%,2,-2%,5%,1%,-2%,0,2,0%,5
COC(=O)c1cccc(Nc2ccc([N+](=O)[O-])cn2)c1,-1%,0,-3%,26%,3%,5%,-12,10,0%,-8
CCN(CC)c1ccc(NC(=O)C2=CCN(S(=O)(=O)c3ccc(F)cc3)CC2)c(C)c1,x,3,0%,2%,7%,-23%,2,u,-8%,-9
Cc1nc(C)c(-c2csc(Nc3ncccc3C)n2)s1,2%,4,0%,20%,5%,-15%,0,11,0%,-9
O=C(CCC(=O)c1ccc(F)cc1)NC1CCCN(Cc2ccccc2F)C1 (stereo not drawn),3%,12,-2%,-8%,0%,4%,8,3,0%,-3
Cc1cc2cc(CNS(=O)(=O)c3ccc4ccccc4c3)ccc2n1C,1%,-6,-5%,96%[activator],3%,3%,-2,-3,8%,16
CC(Cc1n[nH]c(=S)o1)c1ccccc1 (stereo not drawn),6%,7,5%,-6%,-26%,0%,x,5,u,1
Cc1ccc(NC(=O)c2cccc(N3C(=O)C4C5C=CC(C5)C4C3=O)c2)cc1C (stereo not drawn),-1%,x,2%,-2%,9%,-12%,11,19,3%,-7
COc1ccc2nc(NC(=O)CSc3nc4cccnc4n3C)sc2c1,2%,5,4%,14%,14%,-8%,1,3,-10%,-11
CC(C)Oc1nc(-c2ccccc2O)nc2ccccc12,1%,0,-11%,-1%,1%,10%,-8,3,11%,-14
O=C(CSCc1nc2ccccc2[nH]1)N1CCN(c2cccc(Cl)c2)CC1,3%,6,4%,-10%,5%,-6%,12,u,1%[7.66 µM],-14
CCOc1ccc2c(c1)C(c1cccs1)=NNC(c1cccnc1)=N2,10%,6,-4%,11%,-1%,34%,-6,22,-48%[inhibitor],-9
COc1ccc(/C=N/NC(=O)c2cc3c(ccc4ccccc43)o2)cc1OC,2%,x,87%[activator],12%,-4%,4%,3,3,0%,0
Cn1c(CN2CCOCC2)nnc1SCC(=O)NC1CCCCC1,-4%,-1,1%,-3%,3%,-6%,7,-1,1%,-3
CC(CO)(CO)NCc1ccc(-c2ccccc2)cc1,-1%,-4,-1%,u,-11%,-5%,41,5,-32%[inhibitor],1
Cc1nc2nc(-c3ccc(Cl)cc3)nn2c(C)c1Cl,0%,-2,x,-4%,2%,11%,x,-4,x,x
COc1ccc(-c2ccc3c(c2)C2CC3CCN2C(=O)OCc2ccccc2)cc1 (stereo not drawn),x,x,-10%,x,x,x,3,x,-8%,-18
CCOc1ccc(N/C=C/C(=O)c2ccc3ccccc3c2)c([N+](=O)[O-])c1,-1%,0,-10%,0%,-2%,-4%,-2,-12,1%[7.66 µM],-29
COC(=O)c1cc(NS(=O)(=O)c2ccc3c(c2)c(=O)n(C)c(=O)n3C)cc(C(=O)OC)c1,1%,x,0%,-6%,-8%,9%,1,-2,u,-4
COC(=O)C1=C(C)N(CCCC(=O)O)C(=O)NC1c1ccc(C#N)cc1 (stereo not drawn),x,x,7%,x,x,x,0,x,17%,6
O=C(COc1ccccc1Cl)OCC(=O)N1CCN(S(=O)(=O)c2ccccc2)CC1,1%,9,1%,-10%,1%,3%,1,-7,4%,0
CC(=O)NN1C(=O)/C(=C\c2ccc(Br)o2)SC1=S,x,-15,-3%,u,u,-4%,-5,2,-43%,5
O=C(CSc1n[nH]c(=O)[nH]c1=O)Nc1ccc2c(c1)C(=O)c1ccccc1C2=O,4%,13,-5%,u,u,2%,-5,11,5%,18
Cc1ccc(C(C(=O)NC2CCCCC2)N2CCOCC2)cc1 (stereo not drawn),0%,1,0%,-7%,-6%,-3%,-3,8,34%,-4
N#CCCN(CCC#N)c1nncs1,-3%,-1,3%,-4%,5%,-1%,12,-1,-18%,10
Cc1no[n+]([O-])c1COc1ccc(/C=N/n2nnnc2N)cc1,0%,0,0%,x,6%,1%,-6,5,-37%,2
O=[N+]([O-])c1cccc(S(=O)(=O)Nc2nc3ccccc3nc2Nc2cccc(S(=O)(=O)N3CCCCC3)c2)c1,-15%,-1,-1%,-1%,2%,2%,-11,4,8%,2
CCCOc1ccc(/C=N/n2nnnc2N)cc1OC,-2%,2,-1%,u,-4%,4%,5,1,2%,17
CCCCCCCCCCCNC(=O)c1ccoc1C,-3%,0,-22%,-8%,-6%,0%,-1,u,-32%,-17
Nc1ccc(C(=O)Nc2ccco2)cc1,-1%,4,-3%,-11%,6%,2%,5,-3,25%,1
Cc1ccc(-c2c[n+](Cc3ccc(Cl)c(Cl)c3)c3n2CCC3)cc1,2%,1,-1%,x,u,6%,2,0,-52%[inhibitor],-2
CCCc1nc2c(s1)CCc1onc(-c3ccc(Cl)cc3)c1-2,x,x,-8%,x,x,19%,-18,2,2%,0
O=C(NCCS(=O)(=O)NCC1CCCO1)c1ccccc1 (stereo not drawn),x,x,2%,x,x,13%,-5,-1,u,1
COc1cccc(C(C(=O)NC(C)(C)C)N(Cc2ccc(C)cc2)C(=O)CCC(=O)Nc2cc(C)on2)c1OC (stereo not drawn),-1%,0,-8%,-3%,-4%,-2%,-5,5,2%,-1
C=CCn1cc(C(=O)NCCOC)c(=O)c2cc(S(=O)(=O)N3CCCCCC3)ccc21,2%,8,-2%,4%,-2%,-1%,9,21,10%,-1
Nc1ncc(Br)cc1S(=O)(=O)NCCC(=O)N1CCN(c2ncccn2)CC1,-1%,-1,0%,-2%,-1%,9%,-4,-5,-16%,0
CC(=O)c1ccc(NC(=O)CCNC(=O)c2ccccc2Cl)cc1,-1%,1,-15%,-5%,-1%,-3%,4,4,0%,5
O=C(COC(=O)c1cc(Cl)ccc1[N+](=O)[O-])NC1CC1,x,x,1%,x,x,8%,-5,x,0%,0
CCN(CC)c1ccc(NC(=O)c2c(OC)cccc2OC)c(C)c1,4%,0,2%,8%,2%,x,11,1,-26%,0
CCOCc1nnc(NC(=O)C2CC(=O)N(CCc3ccc(F)cc3)C2)s1 (stereo not drawn),0%,1,-3%,-2%,1%,5%,1,0,-3%,23
COc1ccc(Cn2nc(C)cc2C)cc1OC,-1%,2,1%,-5%,7%,x,-5,-6,0%,29
COc1ccc(/C=C2\CCc3ccccc3C2=O)cc1Cn1nc(C)cc1C,-2%,-4,-3%,9%,-16%,9%,4,20,-59%[inhibitor],1
CCn1c(C(=O)O)c(CC(=O)NC2CCCCCC2)c2ccccc21,-1%,7,0%,-19%,-6%,-5%,-8,-1,19%,x
CC(NCCc1ccc(S(N)(=O)=O)cc1)C(=O)NCCc1ccc(F)cc1 (stereo not drawn),4%,0,3%,-8%,-5%,-5%,-3,0,5%,0
O=C(CSc1nnc(CNC(=O)c2ccco2)o1)Nc1ccccc1F,-3%,x,1%,-3%,-3%,2%,-4,2,u,-32

# Entries of single compounds, quoted from the list. Order of screens: GALK inh	Coupling enz	ASM inhibitor	MBNL1 CUG block	MLL CXXC-DNA inh	AT treatment	KCNH2 WT inh	TRPV1 agonist	Integrin act MD	KCNH2 3.1 inh
# `COc1ccc(/C=C2\CCc3ccccc3C2=O)cc1Cn1nc(C)cc1C` is listed as -2%	-4	-3%	9%	-16%	9%	4	20	-59%[inhibitor]	1
# `COc1ccc(Cn2nc(C)cc2C)cc1OC` is listed as -1%	2	1%	-5%	7%	x	-5	-6	0%	29

# Screening data as filed in PubChem BioAssay.
